# Screens: PubChem, several laboratories
# FID counter – compounds displacing fluorescent DNA intercalator, primary screen, artefact control for HCV NS3 helicase inhibitor project, biochemical, FID fluorescence; inhibition, % at 7.9 µM; AID 1845, 2009; actives 0.17% (n = 290,000); DNA fluorescent intercalator displacement; in the data active means inhibition above about 37%;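 further: 0% = vehicle and 100% = reference compound; higher means more ethidium bromide displaced from hairpin DNA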
# IDE cell inh – human IDE inhibitors in live cells, primary screen, fluorescence polarization, HEK cells, FAbetaB substrate; FAbetaB cleavage; inhibition, % at 5.59 µM; actives 0.41% (n = 320,000); AID 434962, 2010;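 active means percent inhibition above the average of all tested compounds plus 3 SD, set per screening campaign, cut at about 16% in these data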;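 further: IDE supplied by intact live HEK cells; FP after avidin binding of uncleaved biotin substrate so inhibition keeps polarization high; 0% = DMSO wells and 100% = 60 µM reference IDE inhibitor Ii1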
# PfM18AAP inh – PfM18AAP inhibitors, malaria aminopeptidase, primary screen, biochemical, QFRET, recombinant enzyme; inhibition, % at 7.35 µM; H-Glu-NHMec fluorogenic cleavage; M18 aspartyl aminopeptidase (Plasmodium falciparum 3D7); actives 1.2% (n = 290,000); AID 1822, 2009;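 active means inhibition above the campaign mean inhibition over all tested compounds plus 3 SD, cut at about 28% in these data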;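 further: 0% = plate median of test compound wells and 100% = 2 mM ZnCl2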
# VIM-2 inhibitor – VIM-2 metallo-beta-lactamase inhibitors, primary screen, biochemical, epi-absorbance readout, Pseudomonas aeruginosa enzyme | purified VIM-2, nitrocefin hydrolysis, epi-absorbance fluorescence | inhibition, % at 5.6 µM | actives 0.89% (n = 290,000);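 active means inhibition above the mean of all tested compounds plus 3 SD, cutoff set per screening run, cut at about 7.5% in these data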;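 further: red hydrolysis product quenches plate fluorescence so inhibitors raise well fluorescence; 0% = enzyme with DMSO and 100% = DMSO without enzyme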
# IMP-1 inhibitor – IMP-1 metallo-beta-lactamase inhibitors, primary screen, biochemical, epi-absorbance readout, Pseudomonas aeruginosa enzyme. metallo-beta-lactamase IMP-1 (Pseudomonas aeruginosa). purified IMP-1, nitrocefin hydrolysis, epi-absorbance fluorescence. inhibition, % at 5.6 µM. actives 0.45% (n = 290,000). AID 1556, 2009;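 active means inhibition above the mean plus 3 SD of all compounds in the same screening run, cut at about 4.5% in these data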;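 further: 0% = IMP-1 with DMSO and 100% = DMSO wells lacking enzyme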
#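 Assay system: purified IMP-1; Quantity: IMP-1 0.2 nM before substrate addition; Medium: HEPES buffer pH 7.1 with ZnSO4 and Brij 35; Incubation: 15 min enzyme–compound preincubation, then 25 min nitrocefin reaction, 25 °C; Signal: fluorescence quenching readout, ex 480/em 530 nm; Controls: DMSO with and without IMP-1; Repeats: singlicate testing.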
# HCV NS3 hel inh – inhibitors of HCV NS3 helicase, primary screen, biochemical, Cy5 molecular beacon fluorescence; NS3 helicase DNA unwinding; inhibition, % at 10.9 µM; actives 0.56% (n = 290,000); AID 1800, 2009;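 active means inhibition above the mean of all tested compounds plus 3 SD, set per campaign, cut at about 35% in these data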;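 further: 0% = DMSO wells and 100% = thioflavine S control wells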
#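 assay system = NS3 helicase fragment of HCV | buffer or medium = MOPS pH 6.5, MgCl2, DTT, Tween20, BSA | timing = 60 min unwinding reaction at 25 °C after ATP addition | signal = Cy5 beacon fluorescence read at start and 1 h | read-out basis = % inhibition of unwinding | control set = low DMSO, high thioflavine S at 110 µM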
# UBC9 SUMO inh – inhibitors of in vitro SUMOylation cascade, primary screen, biochemical, HTRF, uHTS; HTRF SUMOylation assay, SAE1/SAE2 + UBC9; inhibition, % at 35 µM; actives 0.36% (n = 290,000); AID 2006, 2009; in the data active means inhibition above about 50%, passing the limit was not always enough; further: strong numbers were not always called active
# Target sequence (P63279 whole entry, looked up): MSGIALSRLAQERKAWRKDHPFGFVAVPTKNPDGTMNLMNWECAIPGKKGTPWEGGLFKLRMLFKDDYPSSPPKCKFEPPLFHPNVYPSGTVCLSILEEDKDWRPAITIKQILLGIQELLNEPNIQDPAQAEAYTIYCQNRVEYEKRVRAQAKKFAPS
# IDE cell activ – human IDE activators in live cells, primary screen, fluorescence polarization, HEK cells, FAbeta-B substrate. actives 0.073% (n = 340,000). activation, % at 5.96 µM. FAbeta-B cleavage; 0% vehicle, 100% cell-free pure enzyme wells;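 active means activation above the mean of all tested compounds plus 3 SD, set per screening campaign, cut at about 17% in these data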
# pCIP destab – p/CIP-EGFP fusion destabilizers, primary screen, fluorescence, F442A cells; Q05BA5; 16 h; decrease of EGFP signal, % at 10 µM; actives 0.01% (n = 290,000); AID 1984, 2009;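 active means EGFP signal decrease of at least 30% at 10 µM or well 3 SD below plate mean, unless failing retest; inactive means the rest, including hits failing retest or dose response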; further: some compounds called inactive have numbers as strong as hits; many of its hits are not listed in these tables
# Numbers without * were called inactive; · = no result given.
canonical_smiles	FID counter	IDE cell inh	PfM18AAP inh	VIM-2 inhibitor	IMP-1 inhibitor	HCV NS3 hel inh	UBC9 SUMO inh	IDE cell activ	pCIP destab
COc1ccccc1N(C)S(=O)(=O)c1ccc(C(=O)OCC(=O)N2CCCCCC2)cc1	-26	6	-8	-1.6	-3.0	-4	15	-4	6
CN(C)/C=C(\C=O)c1c(Cl)cccc1Cl	-4	1	-4	-2.3	-1.3	10	11	0	-11
O=C1N/C(=N/N=C/c2ccccc2)SC1(c1ccccc1)c1ccccc1	-3	-3	3	-3.4	-2.5	4	10	7	-2
O=C1CCc2cc(S(=O)(=O)NC(C(=O)NCc3cccnc3)c3ccccc3)ccc2N1 (stereo not given)	-4	4	10	-5.6	-2.8	0	11	3	-7
CCN(CC)S(=O)(=O)c1ccc(OC)c(NC(=O)c2ccc3c(c2)OCO3)c1	-11	1	-3	-4.3	-3.4	-7	4	2	3
Cc1nc2ccccc2c(=O)n1NC(=O)C1CC1C (stereo not given)	1	1	-6	-0.4	-1.2	12	3	1	4
O=C1CCc2cc(S(=O)(=O)NC(Cc3ccccc3)C(=O)N3CCN(c4ccccn4)CC3)ccc2N1 (stereo not given)	-25	3	-3	-5.1	0.0	-7	-1	1	4
COc1ccc2c(c1OC)C(=O)OC2N1C(=O)CC[C@H]1C(=O)Nc1ccc(F)cc1F (stereo not given in full)	-6	-1	-4	-2.4	-3.8	-9	4	-1	8
O=C(NCCc1ccccc1)Nc1ccc2c(c1)OCO2	3	-1	-3	1.1	0.5	-6	9	4	-11
Cc1cc(C)n(-c2cc(C(C)(C)C)nc3c(-c4ccccc4)cnn23)n1	-28	7	3	-4.2	-2.6	-2	2	-1	1
O=C(OCCOc1ccc(Br)cc1)c1ccc(Cl)nc1	-7	1	-3	-1.6	-2.9	-1	5	-2	-28
CCC1(c2ccc(F)cc2)NC(=O)N(CC(=O)Nc2ccc(C)c(S(=O)(=O)N3CCOCC3)c2)C1=O (stereo not given)	-20	-2	1	-2.4	-1.2	0	-16	1	-6
Cc1cc(-c2ccccc2)nc(N(C)NC(=O)c2c(F)cccc2F)c1S(C)(=O)=O	-27	1	-6	-1.6	-0.6	-2	-22	4	-12
CCC(NC(=O)COc1cc2c(c3oc(=O)c(C)c(C)c13)CCC(C)(C)O2)C(=O)O (stereo not given)	-19	5	1	11*	-3.3	3	39	-2	-7
O=S(=O)(c1ccc(Br)s1)N1CCCCC1	-5	1	-4	-5.5	-4.1	0	-8	3	-10
O=[N+]([O-])c1ccc2c(c1)nc1n2CCN(c2ccccc2)C1	-2	-2	-1	-2.1	-2.5	7	11	6	-7
CC(C)(C)NS(=O)(=O)c1ccc(Oc2ncc(C(F)(F)F)cc2Cl)cc1	-6	3	1	-0.7	-3.4	-3	-1	3	-10
Cc1c(C(=O)NCC(c2ccco2)N2CCCC2)oc2ccc(Cl)cc12 (stereo not given)	17	2	-1	0.9	-3.6	-23	14	5	-1
CC(C)CN(C(=O)CN1CCN(c2ccccc2F)CC1)c1c(N)n(CC(C)C)c(=O)[nH]c1=O	-3	2	0	-1.2	-4.2	7	9	2	6
CCn1cc(C(=O)N2CCCCC2)c(=O)c2cc(S(=O)(=O)N3CCC(C)CC3)ccc21	-35	7	-7	-4.5	-3.5	0	24	0	-6
C/C(=N\NC(=O)CC1N=C(Cc2ccccc2)NNC1=O)c1ccc(Cl)cc1Cl (stereo not given)	-29	5	-3	-3.4	0.2	12	-12	-7	6
Cc1nc2nc(-c3ccco3)[nH]n2c(=O)c1C	1	3	-2	-0.8	-3.7	7	18	0	-3
Cn1cnnc1SCC(=O)NN1C(=O)NC(C)(c2ccccc2)C1=O (stereo not given)	2	-3	2	-1.0	-2.6	-3	3	-1	-2
O=C(CSc1nc2ccccc2[nH]1)N=Nc1c(O)[nH]c2ccccc12	9	3	11	-0.4	-3.5	-9	5	4	-8
CCn1c2ccccc2c2nnc(SCC(=O)NC(CC(C)C)C(=O)OC)nc21 (stereo not given)	-11	-5	-12	-2.5	-5.1	-1	20	2	0
Cc1cccc(NC(=O)NNC(=O)c2ccc3ccccc3c2O)c1	-12	·	27	-3.7	-2.1	4	-9	2	8
COc1ccc(NC(=S)NCCSc2ccc(Cl)cc2)c(OC)c1	-13	5	0	-2.8	-3.0	-17	17	3	-16
CC/C(=N/Nc1ccccc1Cl)c1cnnc(-c2ccccc2)n1	-3	3	0	-3.9	-1.3	-6	10	2	-3
Cc1cc(C)nc(NC(=O)c2c(-c3ccccc3Cl)noc2C)c1	-18	6	-10	-2.3	-1.8	-4	8	-1	-22
CCOc1ccccc1NC(=O)c1ccc2c(=O)n3c(nc2c1)CCCCC3	-38	6	4	-2.2	-3.9	0	-2	-1	8

canonical_smiles	FID counter	IDE cell inh	PfM18AAP inh	VIM-2 inhibitor	IMP-1 inhibitor	HCV NS3 hel inh	UBC9 SUMO inh	IDE cell activ	pCIP destab
O=C1c2ccccc2NC(c2cccc(F)c2)N1Cc1ccco1 (stereo not given)	-3	-5	4	-2.9	-2.0	-9	-8	6	6
COc1cccc2sc3ccc(NCCC4CCCN4C)cc3c(=O)c12 (stereo not given)	-4	6	33*	8.4*	-0.7	-26	14	-4	-3
CCc1nn(CC(=O)NCCCN(CC)Cc2ccccc2)c(=O)c2cc3sccc3n12	8	3	2	4.2	-2.3	-5	-12	2	4
Cc1ccc(C(C(=O)NC(C)(C)C)N(CC2CCCO2)C(=O)c2csnn2)cc1 (stereo not given)	-29	0	-9	-0.5	-0.6	-13	11	2	-2
O=C(Cc1ccccc1)N1CCCC(c2nc(-c3cccs3)no2)C1 (stereo not given)	-15	2	-1	1.1	-1.8	-9	-24	-1	10
NC(=O)CC(NC(=O)c1ccccc1)c1ccc(NCCc2ccc(F)cc2)c([N+](=O)[O-])c1 (stereo not given)	·	-2	·	·	·	·	20	1	-11
CCC(=O)Nc1ccc(C(=O)NNC(=O)C(c2ccccc2)c2ccccc2)cc1	-6	-7	-1	-1.7	-1.0	-2	-3	1	-5
CCC(C)NC(=O)Cn1nc(C(F)(F)F)c2c1CCC2 (stereo not given)	3	-1	-6	-0.9	-1.0	6	-8	0	-18
S=C(Nc1ccccc1)Nc1cc(Cl)ccc1Oc1ccccc1	0	1	-3	-2.9	-0.6	7	-22	1	-3
O=C1C2C3C=CC(C3)C2C(=O)N1c1ccc(Cc2ccncc2)cc1 (stereo not given)	-10	-9	1	-2.6	-0.9	5	14	3	-7
CCOC(=O)N1CCC(N2Cc3cccc(C(=O)Nc4ccc(CC)cc4)c3C2=O)CC1	-20	6	10	-1.1	-2.7	16	-4	4	-2
Cc1nn(C)c(C)c1N=Cc1c(O)ccc2ccccc12	-3	-3	-2	-1.1	-2.4	-1	23	7	-1
CC(C)c1ccc(/C=N/n2c(COc3ccccc3)n[nH]c2=S)cc1	-25	2	9	-3.4	-2.6	24	-40	2	10
O=C(c1ccc(F)cc1)N(Cc1cccs1)C1CCS(=O)(=O)C1 (stereo not given)	-6	-1	-7	-0.3	-1.1	5	6	-3	-9
O=C(C1CC1)N1CCc2cc(S(=O)(=O)N3CCN(c4ccccc4)CC3)ccc21	-32	-7	-3	0.9	-1.9	-17	4	2	4
C=C(Cl)COC(=O)[C@H]1C2C=CC(C2)C1C(=O)O (stereo not given in full)	1	10	3	1.2	-1.7	-9	4	-4	-1
CC1CCCC(C)N1C(=O)C1CCCCC1 (stereo not given)	-3	-4	0	-0.1	1.0	2	5	-2	-1
CN(C)C(=O)CSc1n[nH]c(=O)[nH]c1=O	3	-1	-9	-2.2	-3.2	-8	1	4	2
O=C(Nc1cccnc1Cl)C1c2ccccc2Oc2ccccc21	-4	0	-1	-2.8	-1.8	1	9	-1	-12
O=C(c1ccc(Br)cc1)c1cn[nH]c1-c1ccccc1O	-18	-7	6	-2.2	-0.9	-8	-8	1	4
CCC(Sc1nncn1C)C(=O)Nc1cc(C)on1 (stereo not given)	1	2	2	-1.8	-2.2	10	24	3	-6
C=C(C)CSc1nc2ncc(Cl)cc2[nH]1	0	-1	0	-2.3	-0.7	2	8	1	6
Cc1cc2cc(C)c3nnc(SCC(=O)N4CCN(C(=O)c5ccco5)CC4)n3c2cc1C	-4	5	-3	-0.3	-2.3	-2	·	1	·
O=C(CN1CCCCCC1)Nc1ccccc1OC(F)F	-3	1	-3	-1.1	-2.7	1	-4	4	-7
Cc1ccc(N=C2CCCCCN2C)c(C#N)c1	2	2	-9	-1.5	-2.4	1	0	1	13
O=C(NCC(=O)N(Cc1cccs1)C(C(=O)NC1CCCCC1)c1cccnc1)c1ccco1 (stereo not given)	-21	0	-4	0.4	-2.4	4	20	-2	-7
COc1ccc(OCC(=O)NC(=S)N2CCCc3ccccc32)cc1	4	4	12	-1.4	-0.8	10	-1	1	1
CCCOC(=O)C1C2C=CC3(CN(c4cccc(Cl)c4)C(=O)C13)O2 (stereo not given)	-2	0	-9	3.3	-1.9	9	4	1	-8
CCOC(=O)c1c(N)nn(C(=O)CC)c1-c1ccccc1	-4	5	1	-1.2	1.0	20	-23	1	0
COc1ccc(C(=O)Nc2cc(OC)c(Cl)cc2OC)cc1	-1	2	-1	0.9	-1.2	-14	4	-2	-1

canonical_smiles	FID counter	IDE cell inh	PfM18AAP inh	VIM-2 inhibitor	IMP-1 inhibitor	HCV NS3 hel inh	UBC9 SUMO inh	IDE cell activ	pCIP destab
CCOC(=O)C(NC(=O)Nc1ccc(F)cc1)(OCC)C(F)(F)F (stereo not given)	0	2	-16	-2.2	-1.0	2	10	2	-4
CCc1nnc(NC(=O)CSc2nc3cc4c(cc3cc2CC)OCCO4)s1	-7	2	7	-3.1	-1.2	5	6	6	-1
COc1ccc(NC(=O)CSc2nc3c([nH]c4ccccc43)c(=O)n2C)c(OC)c1	-7	1	1	-2.4	-2.4	-12	-6	0	1
COC(=O)Nc1ncc(CN2CCc3ccccc3C2)s1	-1	-1	1	-4.7	0.6	0	13	-1	-7
O=C(COc1ncnc2sccc12)N1CCc2ccccc2C1	-3	-4	1	0.7	-2.3	0	15	1	-24

# Part of the list above in order of length of the SMILES, high to low:
canonical_smiles	FID counter	IDE cell inh	PfM18AAP inh	VIM-2 inhibitor	IMP-1 inhibitor	HCV NS3 hel inh	UBC9 SUMO inh	IDE cell activ	pCIP destab
COc1ccc(NC(=O)CSc2nc3c([nH]c4ccccc43)c(=O)n2C)c(OC)c1	-7	1	1	-2.4	-2.4	-12	-6	0	1
CCOC(=O)C(NC(=O)Nc1ccc(F)cc1)(OCC)C(F)(F)F (stereo not given)	0	2	-16	-2.2	-1.0	2	10	2	-4
COC(=O)Nc1ncc(CN2CCc3ccccc3C2)s1	-1	-1	1	-4.7	0.6	0	13	-1	-7
